Vif-APOBEC3F blk – qHTS for Inhibitors of Vif-A3F Interactions: qHTS; HeLa A3F-eYFP + Vif (tagged APOBEC3F with the HIV-1 protein that degrades it), YFP fluorescence increase; Potency, µM (top dose mostly 46.1 µM), for inactives: at the highest dose activity, negative = active; actives 0.2% (n = 390,000); further: potency means the concentration at half of the fitted maximal effect; % of control where 0% means no effect; nearly all actives have a fitted effect of over 65% in size
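Fluorescence increase (Ex 488/Em 500-530) after overnight compound treatment at 37 deg C flags inhibition of Vif-driven A3F-eYFP loss in stable HeLa A3F-eYFP/Vif cells seeded overnight beforehand.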
LDHA inh – qHTS assay for inhibitors of human lactate dehydrogenase; actives 0.15% (n = 480,000); L-lactate dehydrogenase A chain (Homo sapiens), P00338; activity change, % (values are at about 110 or 230 µM); AID 1347041, 2019; purified LDHA, NADH/diaphorase-resazurin fluorescence; stronger effect = lower value; in the data active means activity change below about -30%; inconclusive means mostly about -25% to -30%;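 further: plate controls were DMSO wells for no effect and wells without enzyme for full effect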
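Enzyme activity of human lactate dehydrogenase 5 (2 nM; 0.06 mM NADH, 0.2 mM pyruvate, 5 min, RT) is measured via a resazurin/diaphorase fluorescence readout of residual NADH.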
TrxR1 substrate – qHTS Assay for Substrates of Mammalian Selenoprotein Thioredoxin Reductase 1 (TrxR1): qHTS; Thioredoxin reductase 1, cytoplasmic (Rattus norvegicus), O89049; actives 0.01% (n = 390,000); AID 588456, 2011; purified TrxR1 substrate turnover, NADPH consumption readout; Potency, µM (doses to about 114 µM), without a hit: at the top dose activity change, negative = substrate turnover; further: potency means the concentration at half of the fitted maximal effect; on the % scale 0 is the no-effect control and ±100 the full control effect; nearly all actives have a fitted effect of over 50% in size
Target sequence (O89049 whole entry, looked up): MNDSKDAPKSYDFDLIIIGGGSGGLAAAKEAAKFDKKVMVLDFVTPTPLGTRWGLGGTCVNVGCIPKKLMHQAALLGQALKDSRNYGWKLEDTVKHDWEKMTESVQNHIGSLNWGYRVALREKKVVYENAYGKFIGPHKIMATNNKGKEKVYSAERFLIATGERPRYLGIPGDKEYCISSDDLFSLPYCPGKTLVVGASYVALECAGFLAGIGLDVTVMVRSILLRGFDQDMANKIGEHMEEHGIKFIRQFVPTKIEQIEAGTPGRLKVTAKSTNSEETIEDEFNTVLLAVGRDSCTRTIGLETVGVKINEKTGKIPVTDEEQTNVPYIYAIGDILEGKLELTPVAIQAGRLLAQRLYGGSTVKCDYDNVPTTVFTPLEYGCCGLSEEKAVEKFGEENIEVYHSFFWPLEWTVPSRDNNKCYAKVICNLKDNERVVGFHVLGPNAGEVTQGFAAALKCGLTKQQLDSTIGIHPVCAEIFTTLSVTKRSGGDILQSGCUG
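Rat TrxR1, dispensed at 90 nM, was prereduced with 400 uM NADPH (final) for 5 min at ~22 deg C, then incubated with compound 15 min before 400 uM selenite. A first-read NADPH fluorescence drop versus no-compound background flagged substrates.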
Vif-APOBEC3G blk – qHTS for Inhibitors of Vif-A3G Interactions: qHTS; DNA dC->dU-editing enzyme APOBEC-3G (Homo sapiens), Q9HC16; HeLa A3G-eYFP + Vif (tagged APOBEC3G with the HIV-1 protein that degrades it), YFP fluorescence, overnight; Potency, µM (titrated, usually from 46.1 µM), for the others: top-dose activity, negative = active, actives largely listed as inhibitors; actives 0.076% (n = 410,000); AID 602310, 2012;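 further: potency means the concentration at half of the fitted maximal effect; on the % scale 0 is the no-effect control and ±100 the full control effect; nearly all actives have a fitted effect of over 60% in size; hits raise eYFP signal because A3G escapes Vif-driven loss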
Target sequence (Q9HC16 whole entry, looked up): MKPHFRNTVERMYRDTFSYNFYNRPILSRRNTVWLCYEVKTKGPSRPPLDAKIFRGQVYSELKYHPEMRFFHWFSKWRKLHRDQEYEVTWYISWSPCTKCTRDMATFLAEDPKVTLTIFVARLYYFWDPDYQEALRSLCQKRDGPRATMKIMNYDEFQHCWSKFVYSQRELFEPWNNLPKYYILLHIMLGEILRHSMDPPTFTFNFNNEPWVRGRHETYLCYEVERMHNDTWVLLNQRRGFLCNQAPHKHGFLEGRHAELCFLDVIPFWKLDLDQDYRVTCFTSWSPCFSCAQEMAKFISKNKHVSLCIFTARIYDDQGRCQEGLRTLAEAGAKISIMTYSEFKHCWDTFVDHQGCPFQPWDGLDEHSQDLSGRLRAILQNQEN
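Read-out is eYFP fluorescence (Ex 488/Em 500-530) from Vif-expressing HeLa A3G-eYFP cells; more signal means A3G escaped Vif-mediated degradation. Cells plated overnight, compound pinned in, incubated overnight at 37 deg C.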
GRP78 ERSR act – qHTS for Inducers of the Endoplasmic Reticulum Stress Response (ERSR) in Human Glioma: qHTS | Potency, µM, without a hit: at the highest dose activation, hits mostly activators | U87-MG GRP78 promoter luciferase reporter, 16 h | actives 0.02% (n = 420,000); further: potency means the concentration at half of the fitted maximal effect; series mostly up to about 76 µM; % of control where 0% means no effect; nearly all actives have a fitted effect of over 35% in size
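ERSR induction read as luciferase luminescence (Bright-Glo, 10 min at room temperature) in stably transfected human U87-MG glioma cells exposed to compounds for 16 h, using GRP78 as sensor.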
IDH1 R132H inh – qHTS for Inhibitors of mutant isocitrate dehydrogenase 1 (IDH1): qHTS; Isocitrate dehydrogenase [NADP] cytoplasmic (Homo sapiens), O75874; IDH1-R132H enzyme, NADPH consumption, diaphorase/resazurin fluorescence; Potency, µM (doses to about 76.6 µM), without a hit: at the top dose activity change, negative = inhibition, usual class: inhibitors; actives 0.093% (n = 390,000); AID 602179, 2012; further: potency means the concentration at half of the fitted maximal effect; on the % scale 0 is the no-effect control and ±100 the full control effect; nearly all actives have a fitted effect of over 65% in size
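IDH1-R132H (0.5 ug/mL dispensed) in pH 7.5 Tris buffer was preincubated 30 min with compound, then given a substrate mix of 0.016 mM NADPH and 2 mM alpha-KG for 80 min at room temperature; remaining NADPH was read by diaphorase/resazurin fluorescence.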
TrxR1 inh – qHTS Assay for Inhibitors of Mammalian Selenoprotein Thioredoxin Reductase 1 (TrxR1): qHTS; Potency, µM (titrated, usually from 114 µM), for inactives: at the highest dose activity change, negative = inhibition, usual class: inhibitors; actives 1% (n = 390,000); recombinant rTrxR1, NADPH fluorescence consumption, selenite substrate; Thioredoxin reductase 1, cytoplasmic (Rattus norvegicus), O89049; further: potency means the concentration at half of the fitted maximal effect; on the % scale 0 is the no-effect control and ±100 the full control effect; nearly all actives have a fitted effect of over 65% in size
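Rat TrxR1 (90 nM in the dispensed reagent) was pre-reduced with 400 uM NADPH for 5 min at room temperature, then incubated with compound for 15 min. After 400 uM selenite was added, NADPH fluorescence (Ex 340/Em 450 nm) was followed for 8 min.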
RGS4 inhibitor – Inhibitors of Regulator of G Protein Signaling (RGS) 4: qHTS; Transcreener GDP fluorescence polarization, RGS4-accelerated GTP hydrolysis; AID 504845, 2011; actives 0.039% (n = 390,000); Regulator of G-protein signaling 4 (Homo sapiens), P49798; Potency, µM (titrated, usually from 114 µM), inactives show top-dose activity change, negative = inhibition, usual class: inhibitors; further: potency means the concentration at half of the fitted maximal effect; on the % scale 0 is the no-effect control and ±100 the full control effect; nearly all actives have a fitted effect of over 75% in size; some results filed as inactive show a strong effect at the top dose
Target sequence (P49798 whole entry, looked up): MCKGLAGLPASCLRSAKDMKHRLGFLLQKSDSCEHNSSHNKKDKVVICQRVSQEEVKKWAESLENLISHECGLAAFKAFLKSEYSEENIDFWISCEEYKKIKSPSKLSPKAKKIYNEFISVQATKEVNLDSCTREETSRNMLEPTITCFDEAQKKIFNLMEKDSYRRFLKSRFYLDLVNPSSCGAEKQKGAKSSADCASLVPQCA
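MLSMR compounds (23 nl, pin-transferred) preincubated 10 min at room temperature with a 500nM (2x) first reagent, then RGS4 at 900nM (2x) plus Transcreener GDP mix added; fluorescence polarization (620/688 nm) read before and after 90 min at 30 °C.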
USP1-UAF1 inh – Inhibitors of USP1/UAF1: Primary Screen | Ubiquitin carboxyl-terminal hydrolase 1 (Homo sapiens), O94782 | recombinant USP1/UAF1, Ub-Rhodamine cleavage fluorescence | Potency, µM (doses to about 57.1 µM), for inactives: at the highest dose activity change, negative = inhibition, hits mostly inhibitors | actives 0.23% (n = 390,000) | AID 743255, 2014; further: potency means the concentration at half of the fitted maximal effect; on the % scale 0 is the no-effect control and ±100 the full control effect; nearly all actives have a fitted effect of over 60% in size; inactives centre near -12
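In this screen, compounds sit with the deubiquitinase complex (1nM) for 15 min at room temperature before Ub-Rho is added at 150nM final. Fluorescence rise is then followed for 6 reads every 60 seconds.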
The depositor's hits bear a star; ? = inconclusive; . = no result given; & = joins results of further samples; [ ] = remark or other dose. Unless noted, the call rests on the fitted dose curve; in most records, active means well fitted curve in the direction sought with a large enough effect; inconclusive means small, poorly fitted or top-dose-only effect, or another doubt; inactive means no such curve, though single readings can be large; an effect the other way counts as inactive or inconclusive. This is a subset; count on the stated rates, not on these rows.

Structure,Vif-APOBEC3F blk,LDHA inh,TrxR1 substrate,Vif-APOBEC3G blk,GRP78 ERSR act,IDH1 R132H inh,TrxR1 inh,RGS4 inhibitor,USP1-UAF1 inh
COc1ccc(CNC(=S)NC(C)CCc2ccccc2)cc1 (stereo not drawn),2%,-3,-13%,2%,1%,1%,?,10%,-33%
COc1cccc(N2CCN(C(=S)Nc3ccccc3OC)CC2)c1,-1%,-6,-4%,-6%,-6%,7%,-2%[57.1 µM],-28%,-13%
O[C@@H]1C[C@H](c2ccccc2)N(Cc2cccs2)C[C@H]1n1cc(C2CC2)nn1,-6%,0,.,2%,3%,-2%,.,.,-26%
CC(NC(=O)C1CC12CCC2)c1ccccc1 (stereo not drawn),4%,-3,-3%,1%,-1%,-8%,0%,-8%,-14%
CC(C)CC(=O)Nc1ccc(-c2nc3ccccc3c(=O)o2)cc1,3%,-10,75%[activator],0%,2%,-9%,18%,19%,1%
COc1ccc(NC(=O)CSc2nnnn2C2CC2)cc1S(=O)(=O)N1CCOCC1,1%,-13,1%,0%,-1%,0%,4%,8%,-8%
CC1(C(=O)OCC(=O)NC(=O)NCc2ccccc2)CC1(Cl)Cl (stereo not drawn),?,3,-5%,1%,0%,-3%,2%,-17%,-21%
CCOc1ccc(NC(=S)NNC(=O)c2ccc(Br)cc2)cc1,2%,-11,-6%,0%,5%,-1%,-27%[57.1 µM],-25%,-7%
O=C(O)c1cc(NC(=O)c2ccc(Cl)c([N+](=O)[O-])c2)cc(C(=O)O)c1,10%,-5,-9%[57.1 µM],-4%,-1%,-1%,-14%[57.1 µM],-6%,-24%
Cc1nn(CCCC(=O)NCCc2ccc(Cl)cc2)c(=O)c2c1sc1ccccc12,-5%,-5,4%,-2%,-1%,-27%,-5%,-38%,-17%

Part of the list above in order of number of heavy atoms, lowest first.
Structure,Vif-APOBEC3F blk,LDHA inh,TrxR1 substrate,Vif-APOBEC3G blk,GRP78 ERSR act,IDH1 R132H inh,TrxR1 inh,RGS4 inhibitor,USP1-UAF1 inh
CC(NC(=O)C1CC12CCC2)c1ccccc1 (stereo not drawn),4%,-3,-3%,1%,-1%,-8%,0%,-8%,-14%
CC1(C(=O)OCC(=O)NC(=O)NCc2ccccc2)CC1(Cl)Cl (stereo not drawn),?,3,-5%,1%,0%,-3%,2%,-17%,-21%
CC(C)CC(=O)Nc1ccc(-c2nc3ccccc3c(=O)o2)cc1,3%,-10,75%[activator],0%,2%,-9%,18%,19%,1%
COc1ccc(NC(=O)CSc2nnnn2C2CC2)cc1S(=O)(=O)N1CCOCC1,1%,-13,1%,0%,-1%,0%,4%,8%,-8%

Carrying on.
Structure,Vif-APOBEC3F blk,LDHA inh,TrxR1 substrate,Vif-APOBEC3G blk,GRP78 ERSR act,IDH1 R132H inh,TrxR1 inh,RGS4 inhibitor,USP1-UAF1 inh
O=C(NCc1cccnc1)c1ccc(COc2ccc3c(c2)CCC3)o1,0%,9,9%,-1%,-3%,7%,3%,-9%,-10%
O=[N+]([O-])c1ccc(N2CCSCC2)cc1,-7%,-12,-4%,0%,-2%,-6%,3%,22%,-20%
On1onc2c3cc(-c4ccccc4)nc3ccc21,?,-3,-6%,3.5µM*,1%,20%,-4%,-12%,-21%
c1ccc(Cc2nnc3sc(-c4ccncc4)nn23)cc1,3%,5,-10%,-6%,-3%,4%,-15%,-40%,2%
CC(C)N(C)CCOC(=O)/C=C/c1ccccc1,-9%,-2,-2%,0%,1%,0%,7%,5%,1%
CCCC(=O)N(c1ccc2oc(=O)sc2c1)S(=O)(=O)c1ccccc1,-14%,-2,3%,-10%,-6%,-2%,21%,?,5%
O=C(Cc1ccccc1)NCc1nc2ccccc2[nH]1,-13%,-11,6%,-1%,-1%,4%,21%,13%,-10%
COc1cccc(-c2cc(C(F)(F)F)n3ncc(C(=O)NCC4CCCO4)c3n2)c1 (stereo not drawn),6%,5,-10%,-2%,-7%,3%,?,-44%,-6%
CN(Cc1ccccc1)S(=O)(=O)c1ccc(Cl)c(C(=O)NCc2ccc3c(c2)OCO3)c1,-10%,-2,-13%,0%,-6%,0%,-6%,-15%,-1%
CC[C@H](C)[C@H]1CNC(=S)N1CC1CCN(CCC(C)C)CC1,-8%,-11,.,1%,-4%,1%,.,.,1%
O=C(NCCCn1ccnc1)C1c2ccccc2Oc2ccccc21,-5%,-4,-8%,-5%,0%,6%,-5%,0%,-7%
O=C(c1cc2ccccc2oc1=O)N1CCN(CCc2ccccc2)CC1,-9%,4&-2,1%,1%,-4%,0%,6%,-9%,-9%
Cc1cc(C)cc(C(=O)OCC(=O)NCc2cccs2)c1,-11%,-2,-5%,-24%,-2%,-2%,-5%,7%[11.4 µM],-11%
COc1ccc(/C=N/Nc2cc(N3CCOCC3)ncn2)c(OC)c1,2%,-8,-3%,0%,-6%,0%,2%,11%,2%
O=C(Nc1ccc(F)cc1)c1ccccc1NC(=O)C1CC=CCC1C(=O)O (stereo not drawn),0%,-1,6%,-13%,-1%,-12%,23%,-20%,-16%
Nc1ccc2nc(-c3ccccc3)c(-c3ccccc3)nc2c1,?,25,-12%,?,7%,-3%,3%,?,?
Cc1cc(N(C)Cc2ccccc2)nc(-c2ccccc2)n1,-12%,-1,-6%,?,4%,6%,8%,-16%,-19%
COc1ccccc1-c1noc(CCC(=O)Nc2cccc(C)c2)n1,3%,-4,11%[57.1 µM],-6%,-3%,8%,23%[57.1 µM],-52%,-18%
O=C(O)c1cc(=O)[nH]c2c(Cl)cccc12,0%,-12,11%,-5%,-3%,-4%,2%[57.1 µM],16%,-17%
CC[C@@]1(C(=O)OC)N[C@H](CN(C)C(=O)Nc2ccc(OC)cc2)[C@@H]2C(=O)N(Cc3ccccc3)C(=O)[C@@H]21,3%,7,-5%,-2%,2%,0%,-2%,-15%,-12%

Molecules listed so far that have two or more sulfur atoms (2):
Structure,Vif-APOBEC3F blk,LDHA inh,TrxR1 substrate,Vif-APOBEC3G blk,GRP78 ERSR act,IDH1 R132H inh,TrxR1 inh,RGS4 inhibitor,USP1-UAF1 inh
COc1ccc(NC(=O)CSc2nnnn2C2CC2)cc1S(=O)(=O)N1CCOCC1,1%,-13,1%,0%,-1%,0%,4%,8%,-8%
CCCC(=O)N(c1ccc2oc(=O)sc2c1)S(=O)(=O)c1ccccc1,-14%,-2,3%,-10%,-6%,-2%,21%,?,5%

The results go on.
Structure,Vif-APOBEC3F blk,LDHA inh,TrxR1 substrate,Vif-APOBEC3G blk,GRP78 ERSR act,IDH1 R132H inh,TrxR1 inh,RGS4 inhibitor,USP1-UAF1 inh
O=S(=O)(c1ccccc1)N1CCN(C(=S)NCc2ccccc2)CC1,-1%,-3,-3%[57.1 µM],0%,-2%,15%,16%[57.1 µM],-5%,-19%
CCc1cccc(C)c1NS(=O)(=O)c1c(C(=O)N2CCCCCC2)c(C)n(C)c1C,2%,-3,-4%[57.1 µM],4%,-3%,15%,1%[57.1 µM],7%,-16%
CCN(C(=O)CSc1nccn1C)c1cccc2ccccc12,-11%,-1,6%,13%,-6%,11%,17%,-9%,-23%
C[C@@H]1CN([C@H](C)CO)C(=O)c2cc(Br)cnc2O[C@H]1CN(C)C(=O)Nc1ccc2c(c1)OCO2,-3%,1,.,2%,-2%,15%,.,.,-17%
CCOC(=O)C(=CN=C(N)Nc1nc2ccccc2o1)C(=O)OCC,6%,1,-14%[57.1 µM],-5%,6%,8%,16%[57.1 µM],-26%,-6%
COCCn1cc(C(=O)NCc2cccs2)c2c3ccccc3n(C)c2c1=O,1%,-2,30%[activator],1%,-3%,3%,8%,-6%,-13%
CC(=O)OCCN1C(=O)c2cccnc2C1=O,8%,-2,5%[57.1 µM],1%,6%,0%,6%[57.1 µM],-13%,-3%
COc1ccc(C)cc1S(=O)(=O)Nc1cccc(SC)c1,-7%,-6,2%,1%,1%,4%,10%,-7%,-31%
CCn1c(=O)cc(OCC(=O)N(C)c2cc(Cl)ccc2C)c2ccccc21,5%,-4,8%,2%,-8%,-8%,17%,-11%,-13%
CCCCc1nnc(NC(=O)CSCc2cc(=O)n3ccsc3n2)s1,3%,-2,-4%,1%,-2%,6%,1%,0%[56.9 µM],-18%
CCn1cc(C(=O)NC(=S)Nc2ccccc2Br)cn1,-22%,-3,2%,-13%,0%,9%,?,-42%,-21%
